# SENP7 inh = inhibitors of human SENP7 protease; Q9BQF6; recombinant SENP7, Z-RLRGG-aminoluciferin luminescence, 40 min; inhibition, % at 5 µM; actives 1.5% (n = 330,000);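 active = inhibition above about 50% at the single test dose, limit read from the data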;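 also: plate controls were DMSO with enzyme for no effect and no enzyme buffer wells for full effect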
# Target sequence (Q9BQF6 706-1050 limits assumed): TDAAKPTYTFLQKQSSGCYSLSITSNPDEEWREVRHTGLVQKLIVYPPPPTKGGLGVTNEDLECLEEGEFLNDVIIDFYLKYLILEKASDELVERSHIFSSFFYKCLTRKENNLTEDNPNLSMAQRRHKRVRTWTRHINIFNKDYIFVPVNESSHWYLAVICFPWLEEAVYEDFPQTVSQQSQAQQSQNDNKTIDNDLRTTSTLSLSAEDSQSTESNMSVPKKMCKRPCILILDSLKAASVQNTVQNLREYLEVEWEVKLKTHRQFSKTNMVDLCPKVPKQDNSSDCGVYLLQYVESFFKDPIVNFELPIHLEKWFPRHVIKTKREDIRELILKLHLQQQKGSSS
# SENP8 block = blocks the human protease SENP8 | AID 2540 | inhibition, % at 10 µM | actives 1.2% (n = 330,000) | purified SENP8, Z-RLRGG-aminoluciferin cleavage, luminescence
# Target sequence (Q96LD8 whole entry, looked up): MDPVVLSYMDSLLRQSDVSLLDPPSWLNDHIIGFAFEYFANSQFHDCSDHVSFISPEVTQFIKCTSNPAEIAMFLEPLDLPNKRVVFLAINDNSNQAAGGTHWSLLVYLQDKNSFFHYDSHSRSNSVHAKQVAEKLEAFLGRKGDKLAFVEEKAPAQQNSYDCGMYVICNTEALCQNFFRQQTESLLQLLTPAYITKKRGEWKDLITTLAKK
# Apaf-1 inh = inhibitors of human Apaf-1 apoptosome. O14727. inhibition, % at 20 µM. actives 0.71% (n = 330,000). AID 489030. reconstituted apoptosome caspase-3 activity, DEVD-Rh110 fluorescence; active = inhibition of at least 40% at 20 µM;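 also: plate controls were DMSO wells for no effect and DEVD-CHO caspase inhibitor wells for full effect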
#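 Material: biochemical Apaf-1 apoptosome reconstitution. Medium: Hepes buffer, pH 7.5. Also added: cytochrome c activation, bis-DEVD rhodamine 110 substrate. Timing: 30 min compound preincubation, 50 min activation, room temperature. Measured by: rhodamine 110 fluorescence at Ex 480/Em 540 nm.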
# UBC13 inh = inhibitors of human UBC13 polyubiquitin chain formation; P61088; TR-FRET; inhibition, % at 20 µM; actives 0.47% (n = 330,000); AID 485273; in the data active = inhibition above about 45%, passing the limit was not always enough
# Target sequence (P61088 whole entry, looked up): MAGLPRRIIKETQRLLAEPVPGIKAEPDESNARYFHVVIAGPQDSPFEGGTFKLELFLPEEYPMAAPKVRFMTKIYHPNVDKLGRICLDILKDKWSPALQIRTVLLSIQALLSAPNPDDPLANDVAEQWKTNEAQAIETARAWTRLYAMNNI
# 697 NFkB inh = inhibitors of the PMA/ionomycin-induced NF-kB reporter in 697 B cells; 697 B-cell NF-kB luciferase reporter, 16 h; inhibition, % at 4 µM; actives 0.33% (n = 330,000); in the data active = inhibition above about 35%
# Gli-Sufu block = blocks Gli-Sufu signaling in a luciferase reporter; Sufu-KO-LIGHT fibroblasts, Gli luciferase reporter luminescence; inhibition, % at 5 µM; actives 0.74% (n = 340,000);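 active = inhibition above about 55%, limit read from the data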;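 also: 0% = DMSO-treated cells and 100% = wells with medium but no cells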
# HKDC1 inh = HKDC1 (human) hexokinase inhibition; AID 493160; actives 0.16% (n = 340,000); inhibition, % at 20 µM; recombinant HKDC1, G6PDH/diaphorase resazurin coupled fluorescence; Q2TB90;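 active = inhibition above about 35% when tested at 20 µM, limit read from the data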;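 also: plate controls were DMSO wells with enzyme for no effect and DMSO wells lacking enzyme for full effect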
#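 Material: recombinant HKDC1 hexokinase; Amount: HKDC1 at 5 µg/mL; Medium: Tris pH 8.0 buffer with MgCl2, Tween-20, BSA, BME; Schedule: 90 min reaction incubation at room temperature, dark; Technique: coupled resazurin fluorescence, excitation 525 nm, emission 613 nm.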
# Jurkat NFkB inh = inhibitors of the PMA/ionomycin-induced NF-kB reporter in Jurkat cells; PMA/ionomycin-induced NF-kB luciferase reporter, luminescence; inhibition, % at 4 µM; actives 0.53% (n = 330,000)
# * = called active by the depositor; & = joins results of further samples. Rule as the data show it, unless noted: active = inhibition above about 50%; inactive = the rest.
No.	SMILES	HKDC1 inh	SENP7 inh	Gli-Sufu block	SENP8 block
1	O=S(=O)(c1cccc(-c2n[nH]c(=S)n2C2CCCC2)c1)N1CCOCC1	-8	-3	9	0
2	CCOC(=O)N1CCC(NC(=O)CSCc2nc(-c3ccc(OCC)cc3)oc2C)CC1	-4	-11	6	-17
3	Cc1ccc(N(Cc2ccc(C(=O)NN=C3CCN(C)CC3)cc2)S(C)(=O)=O)cc1C	-6	5	-4	-5
4	CCOc1ccc(-c2nc[nH]c2[N+](=O)[O-])cc1	-8	6	4	0
5	O=C(O)c1ccc(-n2cccc2/C=N\NC(=O)c2cc3cc(Br)ccc3o2)cc1	16	2	3	-1
6	COc1ccc(N(CC(=O)NCCSCc2ccco2)S(=O)(=O)c2ccccc2)cc1	-4	6	-1	0
7	N#C/C(=C\c1ccncc1)c1nc2ccccc2c(=O)[nH]1	3	-7	24	-7
8	O=c1c2ccccc2nc2c3ccccc3ncn12	-11	-4	-14	-8
9	CSc1nc2oc3c(c2c2nncn12)CC(C)(C)SC3	1	2	-2	-2
10	O=C(c1csc(Nc2cccc3ccccc23)n1)N1CCCC1	14	-14	8	-7

No.	697 NFkB inh	Apaf-1 inh	Jurkat NFkB inh	UBC13 inh
1	2	-11	6	-4
2	-2	3	5	-4
3	-3	8	-21	-9
4	10	-1	1	7
5	15	-4	2	20
6	-7	8	-8	-1
7	7	2	-21	-7
8	0	-7	2	18
9	13	-7	-2	3
10	9	1	3	-7

# Given in transposed form: part of the list above.
[6] COc1ccc(N(CC(=O)NCCSCc2ccco2)S(=O)(=O)c2ccccc2)cc1
[9] CSc1nc2oc3c(c2c2nncn12)CC(C)(C)SC3
assay / compound	6	9
HKDC1 inh	-4	1
SENP7 inh	6	2
Gli-Sufu block	-1	-2
SENP8 block	0	-2
697 NFkB inh	-7	13
Apaf-1 inh	8	-7
Jurkat NFkB inh	-8	-2
UBC13 inh	-1	3

# (list continues)
No.	SMILES	HKDC1 inh	SENP7 inh	Gli-Sufu block	SENP8 block
11	CCCCN1CC[C@H]2C=CC[C@@H](C(=O)Nc3ccc(Cl)cc3Cl)[C@H]2C1=O	3	0	10	-7
12	CCN=C1S/C(=C\c2ccc(-c3cccc(C(=O)O)c3)o2)C(=O)N1CC	8	-2	-125	4
13	C/C(N)=C(/C#N)C(=O)COC(=O)CCSc1ccccc1	-3&-1	-5	7&3	1
14	CCOc1ccc(-n2c(SCC(=O)NCc3ccco3)nc3c(c2=O)SCC3)cc1	0	6	2	0
15	COc1ccc(N2CCN(C(=O)CSc3ccc([N+](=O)[O-])cc3)CC2)cc1	-4	-8	6	-10
16	O=C(c1n[nH]c(=O)c2ccccc12)N1CCOCC1	1	4	3	10
17	COc1ccc(S(=O)(=O)N2CCCCC2)cc1NC(=O)COC(=O)c1ccco1	-1	2	-1	-1
18	CC1CCN(C(=O)c2ccc3c(c2)OCO3)CC1	-7	4	1	-2
19	CC(=O)c1cccc(S(=O)(=O)Nc2ccc3nc(C)sc3c2)c1	0	3	8	3
20	COc1ccc(OC)c(S(N)(=O)=O)c1	-9	-13	3	1

No.	697 NFkB inh	Apaf-1 inh	Jurkat NFkB inh	UBC13 inh
11	22	6	11	6
12	-116	11	-61	1
13	16	5	2	1
14	-11	11	11	-12
15	-7	-2	10	-12
16	6	-10	1	2
17	-37	-4	-20	-6
18	14	5	21	1
19	-10	-5	1	-2
20	13	-17	-1	5

# Additional structures
No.	SMILES	HKDC1 inh	SENP7 inh	Gli-Sufu block	SENP8 block
21	CC1(C)Cc2c(sc(NC(=O)c3ccc(Br)o3)c2C#N)CO1	-2	24	-73	6
22	CC1CC(=O)Nc2ccccc2N1C(=O)CSc1ncnc2sccc12 (stereo not given)	1	2	5	-2
23	Cc1ccc(N2C(=O)/C(=C\c3ccco3)SC2=S)cc1	-2	13	-12	1
24	COC(=O)c1sccc1NC(=O)CN1CCN(c2ccc(F)cc2)CC1	-4	6	9	-3
25	COc1ccc(CNC(=O)CN(c2cc(C)cc(C)c2)S(=O)(=O)c2c(C)noc2C)cc1	0	-2	2	5
26	Cc1c(C)c2ccc(OCC(=O)NC3CCN(Cc4ccccc4)CC3)c(C)c2oc1=O	2	4	-18	5
27	N#Cc1c(-c2ccc(F)cc2)nc2n(c1=O)CCS2	-10	-4	0	-6
28	O=[N+]([O-])c1ccc(O)c(C=Nc2ccc3nc(-c4ccccc4)[nH]c3c2)c1	-5	64*	-10	37
29	COc1cccc(C(=O)Nc2cc(C)on2)c1OC	-6	4	1	0
30	COc1cccc(N2CCN(CC(=O)c3c(C)[nH]c4ccccc34)CC2)c1	1	1	2	5

No.	697 NFkB inh	Apaf-1 inh	Jurkat NFkB inh	UBC13 inh
21	-131	8	-48	-4
22	6	0	0	-1
23	-13	4	1	-4
24	-10	16	0	4
25	-15	5	-13	-1
26	17	2	13	23
27	-10	-8	-5	-12
28	-100	17	-23	-9
29	-31	-13	-10	4
30	24	-11	10	8

# (cont.)
No.	SMILES	HKDC1 inh	SENP7 inh	Gli-Sufu block	SENP8 block
31	CC(=O)NC(=S)Nc1ccccc1C(=O)NC1CCCCC1	-12	6	-8	-3
32	CCc1cccc2sc(NC(=O)c3ccc(N4C(=O)CCC4=O)cc3)nc12	2	-9	5	-5
33	CC(C)Oc1cc2ccccc2cc1CNC[C@H]1O[C@@H](n2cnc3c(N)ncnc32)[C@H](O)[C@@H]1O	-11	2	0	7
34	CCCOc1ccc(C2c3c(oc4ccccc4c3=O)C(=O)N2CCCN2CCOCC2)cc1 (stereo not given)	-32	-4	-1	3
35	Cc1nc(-c2ccc(F)cc2)c(CC(=O)N2CCN(S(=O)(=O)c3ccc(F)cc3)CC2)s1	0	-1	7	0
36	CSc1nc2ccc(NS(=O)(=O)c3ccc(CNC(C)=O)cc3)cc2s1	-1	-4	5	-17
37	c1ccc(C[C@H]2CNCCN2CC2CCCCC2)cc1	0	7	7	3
38	O=C(/C=C/c1c(Cl)nc2ccccn12)N1CCCCC1	-11	-3	-22	-16
39	CCOc1ccc(S(=O)(=O)N(CC(=O)N/N=C/c2cccs2)c2ccc(C)cc2)cc1	5	6	-6	-6
40	c1cc(C(c2nnnn2C2CCCCC2)N2CCN3CCCC3C2)ccn1 (stereo not given)	-8	7	0	-3

No.	697 NFkB inh	Apaf-1 inh	Jurkat NFkB inh	UBC13 inh
31	6	6	7	4
32	1	-7	3	-19
33	-4	-11	1	-2
34	-12	13	-29	6
35	8	10	7	0
36	4	15	-6	-7
37	-5	-1	20	18
38	-2	-3	-13	-6
39	15	4	32	-14
40	-37	-15	-24	-5

# The listing continues:
No.	SMILES	HKDC1 inh	SENP7 inh	Gli-Sufu block	SENP8 block
41	CC(O)[C@H]1CNC(=O)C(=O)N1CC1(c2ccccc2)CC1 (stereo not given in full)	-2	14	-4	-10
42	Cc1cccc(-n2ncc3c2CCCC3NC(=O)C2(C(N)=O)CC2)c1C (stereo not given)	-6	-5	63*	-1
43	COc1ccccc1NC(=O)CSc1n[nH]c(-c2ccccn2)n1	27	-1	-4	1
44	Cc1ccc(NS(=O)(=O)c2ccc3c(c2)NC(=O)CO3)cc1C	0	-9	-1	5
45	Cn1c2c(c(=O)n(C)c1=O)C(c1cccc(F)c1)C(C#N)=C(N)O2 (stereo not given)	3	4	-1	5
46	CCN1CCCC1CN(Cc1cc2cc(C)ccc2[nH]c1=O)C(=O)Nc1ccccc1OC (stereo not given)	-4	5	-4	-3
47	COC(=O)C1=C(C)Nc2nnnn2C1c1ccc(Cl)cc1Cl (stereo not given)	-7	-5	0	-14
48	CCOC(=O)Cn1c(=NC(=O)c2nc3ccccc3s2)sc2cc(S(N)(=O)=O)ccc21	-8	4	14	7
49	CCOc1ccc2[nH]c(=O)c(CN(Cc3ccco3)Cc3nnnn3Cc3ccccc3)cc2c1	2	-1	2	7
50	CCOC(=O)C(NC(=O)NCc1ccccc1)(OCC)C(F)(F)F (stereo not given)	-9	-5	0	-7

No.	697 NFkB inh	Apaf-1 inh	Jurkat NFkB inh	UBC13 inh
41	-1	1	-5	-3
42	19	17	35	-8
43	22	-8	12	-9
44	14	3	1	8
45	12	-19	-4	4
46	1	12	12	10
47	-11	17	-6	-1
48	19	7	4	20
49	13	4	-9	1
50	12	5	5	-4

# (further entries)
No.	SMILES	HKDC1 inh	SENP7 inh	Gli-Sufu block	SENP8 block
51	S=C(NC1CC1)NC1CCCc2ccccc21 (stereo not given)	-3	-1	-8	-4
52	CC1(C)C(=O)OC(c2ccccc2)C2(CCCC2)C1=O (stereo not given)	2	6	2	4
53	COc1ccccc1N1CCN(Cc2nnnn2CCc2ccccc2)CC1	6	-1	10	-9
54	COc1ccccc1C(C)NC(=O)c1cc(=O)[nH]c2ccccc12 (stereo not given)	1	3	9	2
55	CCOC(=O)c1c(-c2cccs2)csc1NC(C)=O	-5	4	0	-9
56	CCCCCn1c(=O)[nH]c2cc(C(=O)NCCCN3CCC(C)CC3)ccc2c1=O	-1	-8	13	0
57	CCCCOc1c(Cl)cc(C(=O)N2CCN(CC(=O)N3CCCC3)CC2)cc1OCC	-4	-10	-1	-2
58	CC1=NC(C)(C)Cc2cc(C)c(C)cc21	-9	-9	4	-4
59	Cn1ncc(Cl)c1C(=O)NCC1CCCO1 (stereo not given)	-6	-9	6	-15
60	CS(=O)(=O)c1ccc(C(=O)Nc2ccc(-c3nc4ccccc4[nH]3)cc2)cc1	-5	-3	-17	1
61	CCOC(=O)C1(Cc2cccc(F)c2)CCN(C(=O)C2CCC2)CC1	12	-1	6	-5
62	CCOC(=O)c1ccccc1NC(=O)c1ccc2c(=O)n3c(nc2c1)CCCCC3	9	-2	18	2
63	Cn1c(=O)c2c(nc3n2CC(O)CN3c2ccc(O)cc2)n(C)c1=O (stereo not given)	-1	6	0	-4

No.	697 NFkB inh	Apaf-1 inh	Jurkat NFkB inh	UBC13 inh
51	7	-8	10	10
52	0	-6	5	8
53	-24	11	-9	-11
54	8	9	-4	-4
55	9	11	-1	-1
56	-37	18	-5	12
57	-8	15	4	2
58	-6	-1	-5	-10
59	5	-9	-10	0
60	-54	-5	-15	-8
61	-6	3	-7	-7
62	3	19	10	27
63	4	6	-3	-12

# Among those listed so far, 11 contain an aryl methoxy group.
No.	SMILES	HKDC1 inh	SENP7 inh	Gli-Sufu block	SENP8 block
6	COc1ccc(N(CC(=O)NCCSCc2ccco2)S(=O)(=O)c2ccccc2)cc1	-4	6	-1	0
15	COc1ccc(N2CCN(C(=O)CSc3ccc([N+](=O)[O-])cc3)CC2)cc1	-4	-8	6	-10
17	COc1ccc(S(=O)(=O)N2CCCCC2)cc1NC(=O)COC(=O)c1ccco1	-1	2	-1	-1
20	COc1ccc(OC)c(S(N)(=O)=O)c1	-9	-13	3	1
25	COc1ccc(CNC(=O)CN(c2cc(C)cc(C)c2)S(=O)(=O)c2c(C)noc2C)cc1	0	-2	2	5
29	COc1cccc(C(=O)Nc2cc(C)on2)c1OC	-6	4	1	0
30	COc1cccc(N2CCN(CC(=O)c3c(C)[nH]c4ccccc34)CC2)c1	1	1	2	5
43	COc1ccccc1NC(=O)CSc1n[nH]c(-c2ccccn2)n1	27	-1	-4	1
46	CCN1CCCC1CN(Cc1cc2cc(C)ccc2[nH]c1=O)C(=O)Nc1ccccc1OC (stereo not given)	-4	5	-4	-3
53	COc1ccccc1N1CCN(Cc2nnnn2CCc2ccccc2)CC1	6	-1	10	-9
54	COc1ccccc1C(C)NC(=O)c1cc(=O)[nH]c2ccccc12 (stereo not given)	1	3	9	2

No.	697 NFkB inh	Apaf-1 inh	Jurkat NFkB inh	UBC13 inh
6	-7	8	-8	-1
15	-7	-2	10	-12
17	-37	-4	-20	-6
20	13	-17	-1	5
25	-15	5	-13	-1
29	-31	-13	-10	4
30	24	-11	10	8
43	22	-8	12	-9
46	1	12	12	10
53	-24	11	-9	-11
54	8	9	-4	-4

# Compound activity from PubChem BioAssay.
